p97 inhibitor: human p97 ATPase inhibition; recombinant p97 ATPase, Kinase-Glo ATP luminescence, 3 h; P55072; AID 1481; inhibition, % at 8 µM; 220,000 compounds, 0.42% hits; in the data active = inhibition above about 15%;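 note: 0% = DMSO vehicle and 100% = wells lacking enzyme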
RBBP9 inh: human RBBP9 hydrolase inhibition. recombinant RBBP9, FP-Rh probe fluorescence polarization. 220,000 compounds, 0.2% hits. O75884. inhibition, % at 7.94 µM;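 active = inhibition above the campaign mean of all tested compounds plus 3 SD, cut at about 14% in these data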;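 note: plate controls were DMSO wells with RBBP9 for no effect and wells lacking RBBP9 protein for full effect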
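System: RBBP9 protein | Quantity: 2.5 µM RBBP9 dispensing solution, before mixing | Reagent: FP-Rh probe, 375 nM dispensing solution | Timing: Enzyme-compound preincubation 30 min, then probe labeling 45 min, 25 °C | Measured by: Fluorescence polarization | Read-out: % inhibition | Replication: One well per compound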
Runt-CBFb FRET: Runt domain-CBFb interaction inhibition; Cerulean-Runt/Venus-CBFb FRET ratio 530/480, 1 h; AID 1496; 220,000 compounds, 0.46% hits; Q01196+Q13951; inhibition, % at 20 µM;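 active = inhibition over about 50% at 20 µM in the single-dose screen, limit read from the data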;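 note: 0% = DMSO wells and 100% = excess unlabeled CBFb competitor control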
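Assay system: Cerulean-tagged RUNX1 Runt domain (FRET donor) fusion protein / Amount: 100 nM each of Venus-CBFb and Cerulean-Runt domain / Medium: Tris buffer pH 7.5 with salts and BSA / Also added: Venus-CBFb 100 nM / Schedule: 1 h complex formation plus 1 h compound treatment, room temperature / Signal: FRET fluorescence / Read-out: loss of energy transfer signal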
NCF1 inh: inhibitors of human p47phox binding. P14598. p47phox/p22phox peptide binding, fluorescence polarization, 2 h. inhibition, % at 24.7 µM. 220,000 compounds, 0.53% hits;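 active = inhibition above about 30%, limit read from the data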;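 note: 0% = p47phox with labelled peptide and 100% = labelled peptide alone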
Target sequence (P14598 whole entry, looked up): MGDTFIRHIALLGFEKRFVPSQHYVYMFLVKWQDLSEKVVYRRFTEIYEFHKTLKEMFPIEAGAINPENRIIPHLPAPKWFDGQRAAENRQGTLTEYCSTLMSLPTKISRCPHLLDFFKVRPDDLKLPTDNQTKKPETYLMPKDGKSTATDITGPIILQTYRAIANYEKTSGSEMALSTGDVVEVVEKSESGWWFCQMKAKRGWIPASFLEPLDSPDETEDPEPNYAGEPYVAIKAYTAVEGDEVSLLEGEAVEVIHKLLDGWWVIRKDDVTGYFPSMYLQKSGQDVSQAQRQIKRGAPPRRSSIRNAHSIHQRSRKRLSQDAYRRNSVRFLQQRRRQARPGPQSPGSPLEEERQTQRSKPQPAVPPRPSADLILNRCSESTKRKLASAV
Calpain2 inh: inhibitors of pig calpain II; purified calpain II, fluorogenic peptide substrate, 30 min; inhibition, % at 16 µM; 220,000 compounds, 0.37% hits; AID 1236;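 active = inhibition above about 50%, limit read from the data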
Furin inhibitor: inhibitors of human furin; P09958; purified furin, fluorogenic substrate cleavage; inhibition, % at 30 µM; 220,000 compounds, 0.061% hits; AID 463115; in the data active = inhibition above about 25%; note: inactives centre near -15
Target sequence (P09958 108-714 limits assumed): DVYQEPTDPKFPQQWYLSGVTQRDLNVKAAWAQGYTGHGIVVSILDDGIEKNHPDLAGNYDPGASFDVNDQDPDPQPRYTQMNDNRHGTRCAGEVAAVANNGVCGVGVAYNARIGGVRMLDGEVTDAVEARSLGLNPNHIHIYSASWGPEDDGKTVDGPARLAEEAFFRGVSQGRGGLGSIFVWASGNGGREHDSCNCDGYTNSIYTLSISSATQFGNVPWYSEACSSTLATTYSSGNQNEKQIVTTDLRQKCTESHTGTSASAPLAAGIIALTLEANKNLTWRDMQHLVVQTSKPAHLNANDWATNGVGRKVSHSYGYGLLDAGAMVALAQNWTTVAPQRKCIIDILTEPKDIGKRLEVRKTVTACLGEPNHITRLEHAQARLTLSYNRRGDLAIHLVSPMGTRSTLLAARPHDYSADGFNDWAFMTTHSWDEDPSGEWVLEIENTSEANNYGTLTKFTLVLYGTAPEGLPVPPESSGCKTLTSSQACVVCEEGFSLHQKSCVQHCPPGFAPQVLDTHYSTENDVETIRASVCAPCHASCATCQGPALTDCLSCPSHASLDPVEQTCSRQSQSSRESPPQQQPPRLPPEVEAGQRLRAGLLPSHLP
Runt-SMMHC FRET: blocks binding of human RUNX1 Runt domain to CBFb-SMMHC. Q01196+Q13951. Cerulean-Runt/Venus-CBFb-SMMHC FRET ratio 530/480, 1 h. inhibition, % at 20 µM. 220,000 compounds, 0.74% hits. AID 1434;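 active = mean inhibition across duplicate retests at 20 µM reaching about 50%, limit read from the data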;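 note: 0% = DMSO wells and 100% = wells with excess untagged CBFb-SMMHC; inhibitors lower the FRET ratio by blocking Runt binding to CBFb-SMMHC; some results filed as inactive read as strong as hits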
EBV gp42 inh: inhibitors of Epstein-Barr virus glycoprotein 42; Fluorescence polarization binding assay, mP read-out; inhibition, % (tested at 21.74 µM); 220,000 compounds, 0.42% hits; Q1HVG2; in the data active = inhibition above about 50%
TbHK1 inh: T. brucei hexokinase 1 inhibition; inhibition, % at 10 µM; AID 1430; 220,000 compounds, 0.11% hits; recombinant TbHK1, G6PDH-coupled NADH A340;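 active = inhibition of 50% or more in the single-dose primary screen; inactive = inhibition below 50%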
Active calls of the source: *; i = inactive; · = no result given; [ ] = dose if it differs, or a comment.

Sequence of screens: p97 inhibitor, RBBP9 inh, Runt-CBFb FRET, NCF1 inh, Calpain2 inh, Furin inhibitor, Runt-SMMHC FRET, EBV gp42 inh, TbHK1 inh
Cc1ccc(Nc2cc(C)nc(N3CCOCC3)n2)c(C)c1
 : -2, -7, 0, -6, 0, -8, 2, -8, 18
COc1ccccc1CNC(=O)CCNS(=O)(=O)c1cccc2nsnc12
 : 3, 8, 1, -3, -19, -18[20 µM], -2, -1, -15
O=C(O)Cc1c(C(=O)O)nnn1-c1ccc(Cl)cc1Cl
 : -1, -3, 0, 1, 4, -17, -2, 2, 0
Cc1cc(NC(=O)CN2CCCC2c2nc3ccccc3s2)no1 (stereo not given)
 : 4, -9, -2, -10, -2, -18, 0, -17, 0
Cn1c(CN2CCCCC2)nc2cc(NC(=O)c3ccc(Cl)cc3)ccc21
 : -5, -9, 0, -5, -13, 5[20 µM], 3, 6, -1
COCCNS(=O)(=O)c1ccc(C2CNC(=O)C2)cc1 (stereo not given)
 : -3, -2, 1, -12, -40, -18, 2, -2, -2
COc1ccc(Cc2ccc(OC)c(N)c2)cc1N
 : 1, -2, 8, 4, 20, -10[20 µM], -4, 1, 0
CC(=O)Nc1ccc(/C(C)=N/NC(=O)c2ccc(CN3CCOCC3)cc2)cc1
 : 7, 2, 1, -5, -9, -24, 0, -15, -9
CC(Sc1nnnn1-c1ccc(O)cc1)c1nc2ccccc2c(=O)[nH]1 (stereo not given)
 : -1, 2, 0, -15, -15, -17, -2, -12, -9
Cc1nc2c(cnn2-c2ccc(Cl)cc2)c(=O)n1-c1ccc(N2CCC(C)CC2)cc1
 : -3, -7, 2, -11, 3, -12, 2, 6, -3
Cc1nc2ncnn2c(C)c1CCC(=O)N1CCCCC1
 : 3, -3, 1, -17, -11, -22[20 µM], 4, -15, 2
Cc1c(Cl)cccc1NC(=O)CSc1nc2c(c(=O)[nH]1)CCCC2
 : 8, -2, -1, -1, 2, -14, -1, -19, -8
NC(=O)/C(=C/c1ccco1)NC(=O)c1ccc(Br)o1
 : 7, 2, ·, ·, ·, 1[20 µM], ·, ·, -22
O=C(Nc1ccc(Cl)c(-c2nc3ccccc3[nH]2)c1)c1ccc2c(c1)OCO2
 : -2, -50, 65*, -12, -8, -6, -5, 4, 6
COc1ccc(CCNS(=O)(=O)c2ccc3oc(C(=O)O)c(C)c3c2)cc1OC
 : 0, -8, -2, -7, 9, -34[20 µM], 5, 0, -1
CN1CCN(C(=O)c2ccc(Cl)c(S(=O)(=O)N3CCCCCC3)c2)CC1
 : -3, -3, 1, 0, 19, -22, -1, -9, 0
CCOC(=O)Cc1nnc2c(Nc3ccc(C)cc3)nc3nonc3n12
 : 3, 4, -2, 0, 2, -8[20 µM], 3, -3, -16
COc1ccc(NC(=S)NCCCN2CCOCC2)cc1
 : 5, -5, 2, -14, 0, -14, 1, -16, -9
Cc1nn(-c2ccccc2)c(C)c1-c1nnc(-c2c(C)nn(-c3ccccc3)c2C)o1
 : -6, -4, -6, -8, -14, -11, 1, -2, -11
COc1ccc2nc(NC(=O)C3CCCN(S(=O)(=O)c4cccc5nsnc45)C3)sc2c1 (stereo not given)
 : 7, 7, -3, -31, -141, -17[20 µM], -5, -27, -5
Cc1[nH]nc2ncc(C(=O)c3ccccc3O)cc12
 : 12, -6, -6, -27, -17, -14, -8, -35, -15
CC(=O)Nc1sc(N/N=C/c2ccc(N(C)C)cc2)nc1-c1ccc(C)cc1
 : 7, 12, 4, 1, -16, -6, 0, -7, -49
COc1ccc(C(=O)CSc2nnc(CNc3ccc(F)cc3)o2)cc1
 : 4, -4, -1, -45, -22, -30, 3, 7, -4
CCC(C)NC(=S)NNC(=O)c1ccc(C(C)(C)C)cc1 (stereo not given)
 : 5, -1, 0, -13, 15, -11[20 µM], 3, -1, -6
O=C(c1ccco1)N1N=C(C2CCCCC2)CC1(O)C(F)(F)F (stereo not given)
 : -3, 5, ·, -4, 30, -15, ·, -19, 1
CCCS(=O)(=O)N1CCCC(C(=O)NCCCN2CCN(c3ccc(F)cc3)CC2)C1 (stereo not given)
 : 3, -2, 12, -19, -12, -16, -2, -5, 2
Cc1cc(C(=O)Nc2cc(C)n(Cc3ccc(Cl)cc3)n2)no1
 : -6, -7, -3, -9, 22, -15, -2, -8, 1
COc1cc(C(C(=O)NC2CCCCC2)N(CCN2CCOCC2)C(=O)C2COc3ccccc3O2)cc(OC)c1OC (stereo not given)
 : 3, 3, -2, 3, -34, -25, -2, -5, -2
Nc1ccc2c(c1)sc1ccccc12
 : -3, -4, 0, -10, 8, -13, -1, 0, 1
COc1ccc2c(C)nc(Nc3nc(C)c(C)c(=O)[nH]3)nc2c1
 : 1, 8, -2, -5, -34, -22[20 µM], 3, -4, -11
Cc1c(Cl)cccc1NC(=S)N1CCC(N(C)CC2CCCO2)CC1 (stereo not given)
 : 4, -2, 1, 1, -34, -36, 0, -12, 4
COc1ccc(NS(=O)(=O)c2cc(C)ccc2OC)cc1OC
 : 0, -6, 2, -8, 0, -17[20 µM], 0, -8, -8
O=C(C/C=N/OCc1ccc(Cl)cc1Cl)c1ccccc1
 : -2, -6, 0, -15, 14, 7, 1, -1, 0
COc1ccc([N+](=O)[O-])cc1NC(=O)CSc1ccccc1
 : 4, -6, -1, -11, -19, -5[20 µM], 2, 15, -5
COc1ccc(CCNC(=O)CSc2nc3ccccc3o2)cc1OC
 : -5, -4, 0, -5, 24, -17[20 µM], 2, 1, -4
CC1(C)CC(NC(=O)N2c3ccccc3Sc3ccccc32)CC(C)(C)N1
 : 1, -3, 0, -3, 10, -8, 1, -12, 11
COC(CNC(=O)c1ccc(-n2c(=S)[nH]c3ccccc3c2=O)cc1)OC
 : 3, 2, 1, -4, -5, -28, -2, -31, -6
COc1cnc(-c2ccccn2)nc1Oc1c(C)cccc1C
 : 4, -2, 0, -5, 0, -10, 4, -5, -1
COc1cc(NC(=O)CCCSc2nc(-c3ccco3)cc(C(F)(F)F)n2)cc(OC)c1OC
 : -7, -9, -4, -12, -18, -8[20 µM], 5, -11, -31
CCS(=O)(=O)c1ccc2oc(SCC(=O)NC34CC5CC(CC(C5)C3)C4)nc2c1
 : -3, -7, 2, -5, -1, -13[20 µM], -2, -2, -6
COC(=O)/C(=C1/Oc2ccc(C(C)(C)C)cc2S1)C(F)(F)F
 : 2, -9, 9, -11, -11, -33, 4, -19, 4
C[C@]12CCC(O)CC1CCC1C2CC[C@]2(C)C(c3cc(C(F)(F)F)n[nH]3)CCC12 (stereo not given in full)
 : -11, -11, 1, -6, -8, -4, 12, -12, -10
Cc1ccc(NC(=O)CCC(=O)NNS(=O)(=O)c2ccccc2)cc1C
 : -1, 2, -2, -3, 16, -12, -2, -9, -1
COc1ccc(OC)c2sc(N(CCN(C)C)C(=O)c3cc(Cl)sc3Cl)nc12
 : 1, 1, -3, -4, 2, -21, 4, 4, -1
Cc1cc(NC(=O)CCC(=O)N(CC(=O)NC2CCCC2)c2cccc(C)c2C)no1
 : 0, 3, ·, ·, ·, -14[20 µM], ·, ·, 2
CCOC(=O)N1CCC(NS(=O)(=O)c2ccc(C#N)cc2)CC1
 : -4, -4, 1, -11, 10, -7, -1, 45, 3
CSc1sc(C(=O)NNC(C)=O)c2c1C=CCC2
 : -1, -11, 1, -6, -7, -5, -2, -4, -5
CC(=O)Nc1ccc(S(=O)(=O)Nc2cccc(-c3ccc4nncn4n3)c2)cc1
 : -1, -10, 4, -6, -48, -29, -2, -15, -6
CCN1CCN(Cc2ccc(OCc3ccccc3)c(OC)c2)CC1
 : 4, -3, ·, -18, -20, -16[20 µM], -5, -13, 6
COc1cc(CC(NC(C)=O)C(=O)NC2CCN(C(=O)C3CC3)CC2)cc(OC)c1 (stereo not given)
 : 0, -10, -1, -4, 8, -15, -3, -4, 1

Reprinted at random: 3 entries already listed, in no set order.
Sequence of screens: p97 inhibitor, RBBP9 inh, Runt-CBFb FRET, NCF1 inh, Calpain2 inh, Furin inhibitor, Runt-SMMHC FRET, EBV gp42 inh, TbHK1 inh
Cc1cc(NC(=O)CCC(=O)N(CC(=O)NC2CCCC2)c2cccc(C)c2C)no1
 : 0, 3, ·, ·, ·, -14[20 µM], ·, ·, 2
COc1cc(CC(NC(C)=O)C(=O)NC2CCN(C(=O)C3CC3)CC2)cc(OC)c1 (stereo not given)
 : 0, -10, -1, -4, 8, -15, -3, -4, 1
CCN1CCN(Cc2ccc(OCc3ccccc3)c(OC)c2)CC1
 : 4, -3, ·, -18, -20, -16[20 µM], -5, -13, 6

(continued)
Sequence of screens: p97 inhibitor, RBBP9 inh, Runt-CBFb FRET, NCF1 inh, Calpain2 inh, Furin inhibitor, Runt-SMMHC FRET, EBV gp42 inh, TbHK1 inh
CC1CCN(CCCNC(=O)CCCNC(=O)Cn2cnc3sc4c(c3c2=O)CCCC4)CC1
 : -7, -5, 0, -5, 16, -12[20 µM], -5, -1, -2
Cc1ncc(CN2CCN(CCc3ccccc3)C(CCO)C2)s1 (stereo not given)
 : -3, -7, 0, 2, 8, -22, 4, 0, 1
Cc1cc(OCC(=O)N2CCc3ccccc3C2)c2c(-c3ccccc3)cc(=O)oc2c1
 : -7, 1, -3, -7, 14, -6[20 µM], 2, 8, -9
CCOC(=O)c1csc(-c2sccc2Br)n1
 : -8, -1, 1, -10, -7, -7, 1, -12, -14
COc1ccc(-c2csc(NNC3=NCCCCC3)n2)cc1
 : 6, 2, 10, -5, 2, -23, 10, -8, -6
COc1ccc(N2CCN(c3nc(NCCO)nc(N4CCOCC4)n3)CC2)cc1
 : 3, -1, 0, -8, -13, -14[20 µM], 1, -13, -2
O=C(c1ccc(NC(=S)NCc2ccco2)cc1)N1CCOCC1
 : 5, -7, 9, -4, -20, -16, 4, 1, 1
CC(c1ccccc1)C1NC(C(=O)O)CS1 (stereo not given)
 : 5, -4, -2, -3, -3, -18, -11, -10, 3
O=C(NC1CCCCC1)C(c1ccccc1)N(C(=O)Cc1ccsc1)c1ccccc1 (stereo not given)
 : -1, -2, 1, -13, -27, -19[20 µM], -6, -15, -4
O=C(NCC1CCCO1)C1CCC(=O)N1CCc1ccccc1 (stereo not given)
 : 1, -8, 1, 0, -5, -21, 3, 6, 5
Clc1ccc(-c2nc(C3CCCCC3)no2)cc1
 : 0, -3, -2, -9, -11, -21, -1, -4, 3
CC(=O)c1cccc(N2C(=NC(=O)C(C)C)SC3CS(=O)(=O)CC32)c1 (stereo not given)
 : -3, -14, -1, -2, -6, -17, 0, -17, 0
CCCCn1c(=O)nc2n(-c3ccccc3)c3ccccc3cc-2c1=O
 : -2, 0, 10, -10, i, -16[20 µM], 60*, -10, 8
